High-throughput results from PubChem BioAssay.
Bim-Bfl-1: inhibitors of Bim binding to Bfl-1, primary screen, biochemical, multiplexed, bead-based flow cytometry; Bcl-2-related protein A1 (Homo sapiens), Q16548; AID 1008, 2008; Bim-Bfl-1 binding inhibition; inhibition, % at 10 µM; 0.12% of 190,000 active;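 note: 0% = wells without compound plus tracer and 100% = blocker peptide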
Mcl1 Noxa PPI: Mcl-1/Noxa binding inhibitors, primary screen, biochemical, TR-FRET, 1536-well; TR-FRET Mcl-1/Noxa peptide binding, 2 h; inhibition, % at 21.7 µM; 1.5% of 220,000 active;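 active = compounds that cut the protein-peptide binding signal by more than 50% relative to plate controls in a single-dose test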;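 note: His-tagged Mcl-1 with rhodamine Noxa BH3 peptide and terbium anti-His antibody; 0% = Mcl-1 plus Noxa peptide wells and 100% = peptide-only wells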
RGS8-Gao: RGS8-Galphao binding modulators, primary screen, biochemical, multiplexed bead flow cytometry; Guanine nucleotide-binding protein G(o) subunit alpha (Homo sapiens), P09471; actives lie on both sides; response (percent of control binding), % at 10 µM; 0.34% of 220,000 active; AID 1423, 2008; in the data active = response below about 60% or above about 140%; inactive = in between;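 note: Galphao activated as the GDP aluminium fluoride complex binding bead-coupled RGS8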
Bim-Mcl-1: inhibitors of Bim peptide binding to Mcl-1, primary screen, biochemical, bead-based flow cytometry, multiplex; Bim peptide-Mcl-1 binding; inhibition, % at 10 µM; 0.1% of 190,000 active;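 note: 0% = no compound tracer wells and 100% = peptide blocker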
RGS7-Gao reg: RGS7-Galphao binding modulators, primary screen, biochemical, multiplexed bead flow cytometry. AID 1439, 2008. 0.35% of 220,000 active. actives lie on both sides. Guanine nucleotide-binding protein G(o) subunit alpha (Homo sapiens), P09471. binding response (% of control), % at 10 µM; in the data active = binding response below about 49% or above about 150%; inconclusive = no clear call, values can overlap the other calls; inactive = in between;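 note: fluorescent Galphao held in activated GDP-AlF4 state binding bead-coupled RGS7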
Bcl-2 Bim block: inhibitors of Bim-Bcl-2 binding, primary screen, biochemical, multiplexed, human Bcl-2 family; Apoptosis regulator Bcl-2 (Homo sapiens), P10415; Bead-based flow cytometry, Bim peptide-Bcl-2 binding; inhibition, % at 10 µM; 0.06% of 190,000 active; AID 950, 2007; in the data active = inhibition above about 40%; inconclusive = no clear call, values can overlap the other calls;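 note: 0% = no compound wells with probe peptide and 100% = reference peptide inhibitor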
Target sequence (P10415 whole entry, looked up): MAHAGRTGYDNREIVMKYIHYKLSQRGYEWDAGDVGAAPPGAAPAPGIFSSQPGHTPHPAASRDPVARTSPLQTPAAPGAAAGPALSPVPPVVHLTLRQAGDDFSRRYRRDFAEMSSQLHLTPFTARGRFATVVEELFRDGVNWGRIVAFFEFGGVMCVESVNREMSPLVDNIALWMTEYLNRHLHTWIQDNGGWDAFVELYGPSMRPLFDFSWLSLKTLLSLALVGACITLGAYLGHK
Bim-Bcl-W: inhibitors of Bim binding to Bcl-W, primary screen, biochemical, multiplexed, bead-based flow cytometry; inhibition, % at 10 µM; Bcl-2-like protein 2 (Homo sapiens), Q92843; Bim peptide-Bcl-W binding; 0.02% of 190,000 active; AID 952, 2007;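 note: 0% = bound tracer without compound and 100% = peptide blocker; higher means less fluorescent Bim peptide bound to Bcl-W beads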
Target sequence (Q92843 whole entry, looked up): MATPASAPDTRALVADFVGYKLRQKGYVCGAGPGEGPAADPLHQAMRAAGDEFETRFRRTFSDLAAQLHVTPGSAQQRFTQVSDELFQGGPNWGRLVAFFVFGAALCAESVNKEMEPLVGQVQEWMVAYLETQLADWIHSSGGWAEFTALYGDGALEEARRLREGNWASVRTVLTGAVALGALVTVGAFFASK
Bcl-XL Bim block: inhibitors of Bim-Bcl-XL binding, primary screen, biochemical, multiplexed, bead flow cytometry, human Bcl-XL | Bcl-2-like protein 1 (Homo sapiens), Q07817 | Bim peptide-Bcl-XL binding, fluorescence | inhibition, % at 10 µM | 0.04% of 190,000 active
Target sequence (Q07817 whole entry, looked up): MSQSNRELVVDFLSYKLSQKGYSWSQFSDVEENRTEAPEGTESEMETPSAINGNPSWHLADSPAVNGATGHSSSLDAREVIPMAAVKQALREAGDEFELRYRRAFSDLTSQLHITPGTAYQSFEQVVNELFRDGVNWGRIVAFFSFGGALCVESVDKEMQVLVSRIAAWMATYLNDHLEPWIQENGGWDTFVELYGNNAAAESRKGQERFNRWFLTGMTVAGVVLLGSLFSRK
RGS4-Gao reg: modulators of RGS4 binding to Galphao, primary screen, biochemical, multiplexed bead flow cytometry; Guanine nucleotide-binding protein G(o) subunit alpha (Homo sapiens), P09471; actives lie on both sides; binding response (% of control), % at 10 µM; 0.33% of 220,000 active; AID 1415, 2008; in the data active = binding response below about 49% or above about 150%; inactive = in between;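 note: fluorescent Galphao activated with aluminum fluoride binding bead-coupled RGS4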
Bcl-B Bim block: inhibitors of Bim-Bcl-B binding, primary screen, biochemical, multiplexed, human Bcl-2 family | Bcl-2-like protein 10 (Homo sapiens), Q9HD36 | bead-based flow cytometry, Bim peptide-Bcl-B binding | inhibition, % at 10 µM | 0.073% of 190,000 active | AID 951, 2007;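 note: 0% = tracer peptide without compound and 100% = reference inhibitor peptide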
Target sequence (Q9HD36 whole entry, looked up): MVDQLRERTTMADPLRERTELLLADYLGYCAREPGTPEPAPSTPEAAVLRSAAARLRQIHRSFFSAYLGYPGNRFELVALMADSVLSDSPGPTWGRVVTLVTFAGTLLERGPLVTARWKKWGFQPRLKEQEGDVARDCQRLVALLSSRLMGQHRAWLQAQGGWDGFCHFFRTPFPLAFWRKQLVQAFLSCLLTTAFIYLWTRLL
Mcl1 Bid PPI: Mcl-1/Bid binding inhibitors, primary screen, biochemical, TR-FRET, 1536-well; Induced myeloid leukemia cell differentiation protein Mcl-1 (Homo sapiens), Q07820; TR-FRET Mcl-1/Bid-Dy647 peptide binding; inhibition, % at 21.7 µM; 0.97% of 220,000 active; AID 1021, 2008;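 active = compounds that cut the binding signal by more than half at the single screening dose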;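 note: His-tagged Mcl-1 with europium anti-His antibody binding Bid BH3 peptide; 0% = Mcl-1 plus peptide wells and 100% = peptide-only wells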
Numbers without * were called inactive; u = inconclusive; x = no result given. Cut-off read from the data, not from the text of the source, unless noted: active = inhibition above about 40%.

No.	molecule	Bim-Bfl-1	Mcl1 Noxa PPI	RGS8-Gao	Bim-Mcl-1	RGS7-Gao reg	Bcl-2 Bim block	Bim-Bcl-W	Bcl-XL Bim block	RGS4-Gao reg	Bcl-B Bim block	Mcl1 Bid PPI
1	Cc1cccc(C)c1NC(=O)COc1ccc2c(C)c(Cc3ccccc3)c(=O)oc2c1	-12	-31	100	-5	96	-5	-8	-19	98	-16	-21
2	O=C(O)c1cccc(NC(=O)c2cccc(NC(=O)C3CCCO3)c2)c1 (configuration not stated)	-6	-3	100	-1	99	-8	4	-5	100	-9	6
3	Cc1ccc(OC(=O)c2ccc(N3CCOCC3)c([N+](=O)[O-])c2)cc1	-3	4	94	-1	94	-4	-3	-3	92	-1	3
4	C/C(=N/Nc1ccc([N+](=O)[O-])cc1)c1ccc(C)cc1C	-7	-20	102	-2	99	-2	0	-1	103	-6	-2
5	Cc1cc(=O)[nH]c(SCC(=O)Nc2cc(S(=O)(=O)N3CCCC3)ccc2Cl)n1	x	16	96	x	u	x	x	x	93	x	-41
6	C=CCn1c(SCC(=O)Nc2c(C)n(C)n(-c3ccccc3)c2=O)nc2sc(C)c(-c3ccccc3)c2c1=O	-1	6	100	-6	98	0	-5	-5	102	-6	9
7	O=c1cc(CSc2nnc(-c3ccco3)o2)c2ccccc2[nH]1	-10	-5	101	2	101	1	5	0	105	-4	-1
8	COc1ccc(N2C(=O)C3C4C=CC(C4)C3C2=O)nn1 (configuration not stated)	-14	11	101	-2	101	-13	-1	-6	101	-9	-9
9	COCCC(=O)N1CCCC(CNS(=O)(=O)c2ccc(OC)cc2)C1 (configuration not stated)	-6	-11	105	1	100	2	3	0	100	-1	-19
10	O=C(NC1CC1)C1CCN(C2CCN(C(=O)c3ccc4cccc(F)c4n3)CC2)CC1	-5	12	99	0	87	-3	0	0	94	-1	-22
11	COC(=O)CSc1nnc(SCc2ccc(Cl)cc2)s1	-7	3	101	0	103	-4	1	5	101	-3	20
12	O=C(Nc1nnc(-c2cccc(F)c2)s1)Nc1ccccc1F	-2	4	104	4	103	-5	0	-1	102	-1	-22
13	Cc1ccc(NC(=O)C2CCN(C(=O)NC3CCCCC3)CC2)cc1	-4	15	103	-2	105	0	-5	-6	106	-4	-5
14	Cc1ccc(NC(=O)Nc2cccc([N+](=O)[O-])c2)cc1F	-7	27	100	-6	101	-6	-6	-8	101	-9	4
15	CCC(C)(C)n1nnnc1C(c1ccncc1)N1CCC(Cc2ccccc2)CC1 (configuration not stated)	-6	8	102	0	93	0	-1	0	91	-3	5
16	CCCc1nc(SCC(=O)Nc2nnc(SCC)s2)c2c(=O)n(C)c(=O)n(C)c2n1	-5	5	59*	-1	44*	-1	0	0	54	0	3
17	Cc1ccc(Nc2nc3ccccc3n3nnnc23)cc1	-5	-4	102	-1	u	-1	0	0	101	-3	-52
18	COC(=O)CN(c1cc(Cl)ccc1OC)S(=O)(=O)c1ccc(OC)c(OC)c1	1	-3	102	-5	101	1	-4	-5	99	-6	4
19	C=CCn1c(Cc2cccs2)nnc1SCC(=O)Nc1cc(OC)cc(OC)c1	-11	18	104	0	105	-8	0	-3	105	-8	-26
20	Cc1c(N2C(=O)CSC2=S)c(=O)n(-c2ccccc2)n1C	-3	7	103	1	104	-3	1	0	100	-2	-29

Results in sequence from above.
Nos. 11 to 18 in RGS4-Gao reg: 101, 102, 106, 101, 91, 54, 101, 99
Nos. 11 to 18 in Mcl1 Bid PPI: 20, -22, -5, 4, 5, 3, -52, 4
Nos. 11 to 18 in RGS8-Gao: 101, 104, 103, 100, 102, 59*, 102, 102

Later entries
No.	molecule	Bim-Bfl-1	Mcl1 Noxa PPI	RGS8-Gao	Bim-Mcl-1	RGS7-Gao reg	Bcl-2 Bim block	Bim-Bcl-W	Bcl-XL Bim block	RGS4-Gao reg	Bcl-B Bim block	Mcl1 Bid PPI
21	Fc1ccc(COc2ccc(Br)cc2CNCC2CCCO2)cc1 (configuration not stated)	-9	12	106	-3	104	-4	-1	-4	98	-4	-6
22	O=C(N/N=C/c1ccc(O)cc1)/C(=C/c1ccc([N+](=O)[O-])cc1)NC(=O)c1ccccc1	0	12	110	-1	120	-2	0	2	121	-1	-35
23	O=C(NC1(C(F)(F)F)N=C2SCCN2C1=O)C1CCCCC1 (configuration not stated)	-12	21	106	0	102	-4	2	-2	106	-5	-23
24	C1CCN(Cc2nnnn2C2CCCC2)CC1	-3	-12	102	-5	96	-5	-4	-4	101	-5	-14
25	CCOc1cc(/C=C2\C(=O)N(c3nc(-c4ccc(Br)cc4)cs3)N=C2c2ccccc2)ccc1O	-11	94*	100	-3	102	-14	3	-8	100	-6	81*
26	CCCCNC(=S)NNC(=O)c1csc2ccccc12	-5	-37	100	1	102	-1	6	4	100	-13	-121
27	COC(=O)c1cc2c(ccn2-c2ccc(F)cc2)n1CC(=O)C(C)(C)C	-4	21	98	2	100	-2	2	-1	97	2	-13
28	O=C(CN1C(=O)NC2(CCCCC2)C1=O)Nc1ccc(F)cc1	-3	13	102	2	102	0	0	0	102	0	-7
29	CC(CNC(=O)COc1ccccc1)OC(=O)Nc1cccc(Cl)c1 (configuration not stated)	0	-15	98	-1	104	0	0	-2	101	-1	-23
30	Cc1cccc(NC(=S)NCc2ccco2)c1C	5	-13	104	-10	100	-2	-5	-8	104	-4	-81

Single records, as listed above. Order of screens: Bim-Bfl-1, Mcl1 Noxa PPI, RGS8-Gao, Bim-Mcl-1, RGS7-Gao reg, Bcl-2 Bim block, Bim-Bcl-W, Bcl-XL Bim block, RGS4-Gao reg, Bcl-B Bim block, Mcl1 Bid PPI
`CC(CNC(=O)COc1ccccc1)OC(=O)Nc1cccc(Cl)c1` (configuration not stated) across the screens: 0, -15, 98, -1, 104, 0, 0, -2, 101, -1, -23
`O=C(N/N=C/c1ccc(O)cc1)/C(=C/c1ccc([N+](=O)[O-])cc1)NC(=O)c1ccccc1` across the screens: 0, 12, 110, -1, 120, -2, 0, 2, 121, -1, -35

Arranged by value in Bim-Bfl-1 (lowest first): 4 of the compounds above
| nr | Structure | Bim-Bfl-1 | Mcl1 Noxa PPI | RGS8-Gao | Bim-Mcl-1 | RGS7-Gao reg | Bim-Bcl-W | Bcl-XL Bim block | RGS4-Gao reg | Bcl-B Bim block | Mcl1 Bid PPI |
| --- | --- | --- | --- | --- | --- | --- | --- | --- | --- | --- | --- |
| 25 | CCOc1cc(/C=C2\C(=O)N(c3nc(-c4ccc(Br)cc4)cs3)N=C2c2ccccc2)ccc1O | -11 | 94* | 100 | -3 | 102 | 3 | -8 | 100 | -6 | 81* |
| 21 | Fc1ccc(COc2ccc(Br)cc2CNCC2CCCO2)cc1 (configuration not stated) | -9 | 12 | 106 | -3 | 104 | -1 | -4 | 98 | -4 | -6 |
| 24 | C1CCN(Cc2nnnn2C2CCCC2)CC1 | -3 | -12 | 102 | -5 | 96 | -4 | -4 | 101 | -5 | -14 |
| 30 | Cc1cccc(NC(=S)NCc2ccco2)c1C | 5 | -13 | 104 | -10 | 100 | -5 | -8 | 104 | -4 | -81 |

Other entries:
No.	molecule	Bim-Bfl-1	Mcl1 Noxa PPI	RGS8-Gao	Bim-Mcl-1	RGS7-Gao reg	Bcl-2 Bim block	Bim-Bcl-W	Bcl-XL Bim block	RGS4-Gao reg	Bcl-B Bim block	Mcl1 Bid PPI
31	NNC(=O)c1cc2c(s1)-c1cc(Cl)ccc1SC2	x	-31	98	x	u	x	x	x	90	x	0
32	CCn1c(SCC(=O)Nc2nc3ccc(OC)cc3s2)nnc1-c1ccoc1C	-4	11	100	0	103	0	3	0	102	-3	26
33	COc1ccc(CN2CCNC(=O)C2CC(=O)NCCc2nc(C)c(C)s2)c(OC)c1 (configuration not stated)	x	18	101	x	u	x	x	x	104	x	-54
34	O=C(Nc1ccc(S(=O)(=O)N2CCOCC2)cc1)c1ccc(Cl)cc1	x	20	98	x	u	x	x	x	98	x	-4
35	O=C(NCc1c(Cl)cccc1Oc1ccccc1)c1ccccc1	x	9	101	x	u	x	x	x	100	x	6
36	O=C(NCc1ccco1)c1ccc2c(=O)n(-c3ccccc3)c(=S)[nH]c2c1	-5	0	103	-2	97	-4	-3	-4	99	-3	-38
37	CN1CCN(c2ccccc2NC(=O)c2ccc(-c3ccccc3)cc2)CC1	0	33	116	-3	100	-3	-5	-1	98	0	-14
38	CC(C)(C)NC(=O)CSc1nc(N)c(NC(=O)c2ccccc2F)c(=O)[nH]1	-5	7	96	0	u	-6	-1	-3	97	-5	-46
39	Cc1cccc2sc(NC(=O)C3c4ccccc4Oc4ccccc43)nc12	0	6	101	0	101	-1	0	0	101	-1	4
40	CCOc1ccccc1C(=O)NN1C(=O)CCC1=O	-3	16	90	-1	102	0	-4	-3	100	-2	-4
41	CC1Cc2ccccc2N1C(=O)c1cnc2ccccn2c1=O (configuration not stated)	-13	-1	118	-6	127	-9	-5	-2	122	-9	-16
42	CCOC(=O)N1CCN(Cc2ccccc2Cl)CC1	-9	1	100	-1	101	-6	2	-2	98	-7	-13

Compounds as they come (roughly 2.7% active in at least one column).
